Myeloid diff 2: compounds promoting myeloid differentiation; ER-HoxA9 myeloid progenitors, lysozyme-GFP differentiation, flow cytometry; calls only at 10 µM; hit rate 1% among 360,000; AID 624256;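 active = normalized GFP-positive differentiation at or above the plate's own cutoff, the solvent-only control mean plus 3 SD; inconclusive = no clear call, values can overlap the other calls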;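 note: cells exposed to compound for four days before flow analysis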
GPR55 LPI antagonism: GPR55 antagonists blocking LPI-driven arrestin recruitment, primary screen, imaging, U2OS, beta-arrestin-GFP, LPI agonist (AID 2013). U2OS GPR55 beta-arrestin-GFP translocation imaging, LPI antagonism; higher % means a stronger effect. inhibition, % at 10 µM, or IC50 in µM where a hit was titrated. hit rate 0.13% among 290,000;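 active = spots per cell inhibited over 60%, with over 100 cells counted and total cytoplasm intensity under 500,000; inconclusive = wells with under 100 cells, flagged as likely toxic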;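 note: U2OS cells stably carrying GPR55 and arrestin-GFP stimulated by 5 µM LPI near EC80; imaged beta-arrestin-GFP aggregate spots per cell after agonist stimulation; plate controls were LPI-stimulated DMSO wells for no effect and DMSO wells without LPI for full effect; some results filed as inactive read as strong as hits; confirmed hits need IC50 under 10 µM and bright autofluorescent wells are also inconclusive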
NTR1 agonist: NTR1-driven beta-arrestin-GFP spot formation – imaging, U2OS cells, high content, primary screen (AID 493036). agonist mode. activation, % at 20 µM. hit rate 0.17% among 330,000;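 active = activation at or above 40% of the spot to cytoplasm intensity ratio, with at least 20 cells analyzed; inconclusive = wells under 20 cells, flagged as cytotoxic or low count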;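 note: 0% = DMSO without peptide and 100% = 100 nM NTR1 peptide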
Target sequence (P30989 whole entry, looked up): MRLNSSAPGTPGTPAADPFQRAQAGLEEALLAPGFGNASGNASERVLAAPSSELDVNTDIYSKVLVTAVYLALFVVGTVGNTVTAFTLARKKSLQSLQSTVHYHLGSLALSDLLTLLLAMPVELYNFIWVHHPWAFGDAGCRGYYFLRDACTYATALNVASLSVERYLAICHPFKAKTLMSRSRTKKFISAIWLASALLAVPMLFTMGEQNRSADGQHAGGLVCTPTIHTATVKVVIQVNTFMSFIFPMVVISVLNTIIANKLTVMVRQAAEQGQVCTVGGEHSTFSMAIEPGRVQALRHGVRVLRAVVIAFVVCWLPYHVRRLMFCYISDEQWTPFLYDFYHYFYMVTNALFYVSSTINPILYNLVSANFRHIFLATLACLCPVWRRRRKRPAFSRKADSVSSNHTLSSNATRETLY
HIV fusion peptide: inhibitors of HIV fusion peptide binding, primary screen, biochemical, uHTS, fluorescence dequenching (AID 1986); cell-free peptide binding, fluorescence dequenching, 30 min; higher % means a stronger effect; inhibition, % at 20 µM, or IC50 in µM where a hit was titrated; hit rate 0.3% among 290,000; in the data active = inhibition mostly above about 52%, no sharp cut-off; inactive = mostly below about 76%; note: some results filed as inactive read as strong as hits
GPR35 antagonists: GPR35 antagonists blocking zaprinast-driven arrestin recruitment, primary screen, imaging, U2OS, beta-arrestin-GFP, zaprinast agonist (AID 2058) | hit rate 0.052% among 290,000 | U2OS GPR35 beta-arrestin-GFP translocation imaging, zaprinast antagonism; higher % means a stronger effect | inhibition, % at 10 µM, or IC50 in µM where a hit was titrated;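 active = inhibition of at least 50% with at least 30 cells and total cytoplasm GFP at most 10,000,000; inconclusive = under 30 cells or total GFP of 10,000,000 plus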
MgcRacGAP inhibition: MgcRacGAP GTPase-activating activity inhibitors, confirmation, biochemical, ADP Hunter fluorescence. inhibition, % at 30 µM, or IC50 in µM where a hit was titrated. AID 624330. MgcRacGAP-stimulated Rac1 GTP hydrolysis, ADP Hunter fluorescence; higher % means a stronger effect; GST-tagged Rac1 F28L mutant substrate. hit rate 0.6% among 340,000;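 active = first-screen hits whose inhibition reached a set limit at any dose in the follow-up dose series; inconclusive = inhibition above the set first-screen limit but never retested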;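 note: fluorescence reports GDP produced by GAP-driven GTP hydrolysis; strong numbers were not always called active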
Salmonella PhoP GFP: PhoP-dependent GFP reporter repression – Salmonella Typhimurium, primary screen (AID 1863); S. Typhimurium PhoP-regulated promoter GFP reporter, 4 h; higher % means a stronger effect; one-dose inhibition, % at 50 µM; IC50 in µM for titrated hits; hit rate 0.16% among 300,000;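 active = inhibition over 29.93%, a cutoff 3 SD above the screen mean, later confirmed by dose response; inconclusive = inhibition over 29.93% but no dose response follow-up; inactive = inhibition at most 29.93% or unconfirmed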;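 note: 0% = low Mg2+ inducing control and 100% = high Mg2+ repressing control; strong numbers were not always called active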
LYP inhibition: PTPN22 lymphoid phosphatase activity blockers – biochemical, fluorescence intensity, uHTS (AID 1779); inhibition, % at 11.5 µM; hits with a dose series show IC50 in µM; hit rate 0.054% among 290,000; recombinant LYP phosphatase, fluorescence intensity; higher % means a stronger effect; in the data active = inhibition above about 50%;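 note: plate controls were vehicle with enzyme for no effect and no enzyme for full effect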
SIAH1 antagonists: blockers of Siah-1 interaction with plectin peptide – biochemical, fluorescence polarization, rhodamine-plectin, uHTS, primary screen (AID 1817). one-dose displacement, % at 20 µM; IC50 in µM for titrated hits. hit rate 0.02% among 290,000. Siah-1 / rhodamine-plectin peptide fluorescence polarization; higher % means a stronger effect;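 active = displacement of at least 50% at 20 µM, with a fluorescence ratio check between 0.3 and a set limit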;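 note: plate controls were Siah plus tracer with DMSO for no effect and tracer alone without Siah for full effect; strong numbers were not always called active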
NTR1 agonist cell count 20 µM: recorded beside NTR1 agonist, whose call it bears; cell count; measured here: cell count, cytotoxicity flag
Myeloid diff 2 GFP+ MAC1+ %: also measured in Myeloid diff 2; calls as there; GFP+ MAC1+ double positive, %; measured here: differentiation confirmed by MAC1 staining
An asterisk follows results filed as active; i = inactive; ? = inconclusive; nt = no result given; + = active, no number.

Structure	Myeloid diff 2	Myeloid diff 2 GFP+ MAC1+ %	GPR55 LPI antagonism	NTR1 agonist	NTR1 agonist cell count 20 µM	HIV fusion peptide	GPR35 antagonists	MgcRacGAP inhibition	Salmonella PhoP GFP	LYP inhibition	SIAH1 antagonists
Cc1cccc2cc(COC(=O)C3CCCCC3)c(=O)[nH]c12	i	1.8	5%	1.2	53	0.0%	1%	-1%	-10%	-11%	0%
Cc1csc2c(N3CCN(C(=O)c4ccc(C(C)(C)C)cc4)CC3)ncnc12	i	0.7	-10%	4.6	38	-0.8%	-9%	4%	0%	-5%	-4%
Cc1nc2c(oc3ccc(Cl)cc32)c(=O)[nH]1	i	0.7	-10%	-0.8	54	-0.5%	-8%	9%	-3%	-6%	0%
CC(NC(=O)Nc1ccc(F)cc1F)c1ccc2c(c1)OCO2 (configuration not stated)	i	1.4	11%	0.0	58	-0.7%	-10%	6%	-5%	-6%	0%
CNC(=S)N/N=C(\C)c1cccc(C(F)(F)F)c1	i	0.5	-1%	1.3	42	0.6%	-24%	8%	-6%	1%	4%
N#C/C(=C\c1cccc([N+](=O)[O-])c1)C(=O)Nc1cccnc1	i	0.6	-7%	-0.9	59	0.8%	4%	11%	0%	-5%	-6%
CC(=O)C1=C(C)OC(N)=C(C#N)C1c1ccncc1 (configuration not stated)	i	0.8	0%	-0.5	60	2.3%	-4%	1%	-6%	1%	3%
CCCC[C@@H]1C[C@H]1[C@@H](NC(=O)c1ccco1)c1ccc(Cl)cc1	i	1.6	-3%	1.5	92	2.6%	4%	9%	7%	9%	-6%
CC(NC(=O)c1ccc(F)cc1)C(=O)NC1=NCCS1 (configuration not stated)	i	0.3	3%	1.0	94	2.2%	-5%	-3%	-7%	-8%	-1%
Cc1cccc(C)c1NC(=O)CNC(=O)C1CC(=O)N(Cc2ccccc2)C1 (configuration not stated)	i	0.5	nt	2.5	55	nt	nt	2%	-4%	nt	nt
COc1ccc(NS(=O)(=O)c2ccc(-c3cnc(C4CC4)o3)cc2)cc1OC	?	nt	-34%	0.5	57	-2.4%	15%	1%	16%	-10%	-5%
CC1CC=C2C(C#N)=C(N)C(C#N)(C#N)C(c3cccs3)C2C1 (configuration not stated)	i	0.7	7%	-1.5	93	-0.9%	3%	3%	-12%	-9%	2%
CCC(=O)NC(Nc1ncc(C)s1)(C(=O)OC)C(F)(F)F (configuration not stated)	i	1.4	11%	2.9	82	-3.5%	6%	2%	1%	-3%	-8%
COC(=O)[C@H](C)NC(=O)Nc1ccccc1F	i	4.5	10%	0.1	57	-2.3%	-5%	8%	1%	-4%	-2%
COCCNC(=S)N/N=C/c1ccccc1C(=O)O	i	0.5	14%	0.3	65	0.0%	12%	4%	-21%	-4%	-1%
Cc1ccc(N(Cc2cc(=O)[nH]c3ccccc23)C(=O)CCl)c(C)c1	i	0.4	3%	2.7	90	-0.4%	12%	8%	0%	-7%	0%
CC(=O)c1cc(Cc2csc(C(C)=O)c2)cs1	i	5.9	3%	-0.9	69	-0.2%	-5%	1%	nt	-6%	0%
COc1cccc(C(=O)N=c2sc3cc(S(C)(=O)=O)ccc3n2C)c1	i	0.5	2%	-0.5	45	-3.1%	-10%	nt	3%	-1%	18%
CCN(CC)c1ccc(S(=O)(=O)N2CCOCC2)cc1NC(=O)CN1C(=O)NC2(CCCC2)C1=O	i	0.0	3%	0.5	43	0.9%	-11%	7%	-5%	-6%	0%
O=C(CSc1nnc(CNC(=O)c2c(F)cccc2Cl)o1)Nc1ccc2c(c1)OCO2	i	0.2	5%	0.3	54	-3.5%	-6%	3%	4%	-2%	0%
O=C(Nc1ccc2c(c1)nc1n2CCOC1)C1CCCCC1	i	0.7	14%	-1.4	79	-3.6%	24%	6%	7%	-7%	2%
CCOC(=O)c1cccc(-n2c(C)nc3ccccc3c2=O)c1	i	0.2	19%	2.9	64	-2.4%	19%	5%	23%	-9%	3%
Cc1ccc2cccc(S(=O)(=O)Nc3c(C)n(C)n(-c4ccccc4)c3=O)c2n1	i	5.5	7%	-0.6	70	0.8%	-3%	9%	-13%	-2%	0%
C=CCn1c(SCc2cccc(OC)c2)nnc1-c1ccncc1	i	0.0	-2%	0.1	59	-1.4%	7%	1%	3%	-8%	1%
Cc1nc(SCc2ccccc2)c([N+](=O)[O-])[nH]1	i	1.2	5%	0.7	50	-0.3%	-7%	6%	12%	-4%	-6%
CCCc1cc(=O)[nH]c(SCC(=O)N2CCC(C)CC2)n1	i	1.3	4%	0.7	90	-1.3%	-6%	9%	-5%	0%	1%
O=C(Nc1ccc(C(=O)N2CCN(c3ccc(F)cc3)CC2)cc1)C1=CSCCO1	i	1.6	17%	2.5	63	2.2%	12%	-2%	-21%	-7%	12%
CCOC(=O)C1(CCCc2ccccc2)CCN(C(=O)CCN2CCCCC2=O)CC1	i	0.2	8%	1.4	43	1.1%	-7%	12%	5%	-12%	-8%
Cc1cc(-c2nnc(CCC(=O)NC(C)c3ccc(F)cc3)o2)no1 (configuration not stated)	i	0.1	13%	-0.5	76	2.1%	21%	5%	6%	-4%	0%
Cc1cccc(C)c1NC(=O)C1c2cccc[n+]2CC(=O)N1Cc1cccs1 (configuration not stated)	i	0.4	14%	-2.8	79	4.4%	-11%	4%	-6%	-9%	3%
Cc1ccc(NC(=O)c2sc3nc(N4CCOCC4)c4c(c3c2N)CC(C)(C)OC4)cc1	i	0.2	3%	0.5	66	-2.7%	20%	10%	-6%	0%	-6%
Cc1ccc2sc(NNC(=O)c3ccc4c(c3)OCCO4)nc2c1C	i	4.1	7%	0.0	85	-2.0%	-18%	3%	9%	-2%	0%
Oc1ccc(-c2cn3c(n2)SCC3)cc1	i	1.1	8%	-0.1	35	-3.5%	-2%	19µM*	6%	0%	6%
CCOc1ccc(N2C(=O)CS/C2=N/NC(=O)COc2ccc3ccccc3c2)cc1	i	2.9	0%	1.0	60	-0.3%	7%	-8%	-2%	-12%	0%
O=C(/C(=N\O)n1cncn1)c1ccc(Br)cc1Br	i	10	-7%	0.3	44	1.6%	-1%	-14%	-10%	3%	-4%
O=C(CSc1nc2ccc(Cl)cc2[nH]1)Nc1ccc2c(c1)CCC2	i	1.1	-8%	9.7	64	-1.1%	-3%	-2%	-6%	6%	-1%
N#Cc1c(NC(=O)/C=C/c2ccco2)sc2c1CCCC2	?	nt	-16%	nt	nt	16%	-2%	10%	-2%	3%	13%
CCc1cc2c(SCC(=O)Nc3ccc(Cl)cn3)ncnc2s1	i	0.1	1%	nt	nt	0.5%	-3%	1%	-4%	-3%	1%
Cc1nnc(N2C(=O)C(=O)/C(=C(\O)c3ccc4c(c3)CC(C)O4)C2c2ccccc2)s1 (configuration not stated)	i	1.2	-5%	2.2	61	0.0%	10%	-3%	-2%	-7%	0%
Cc1nc2c(nnn2Cc2ccccc2Cl)c(=O)[nH]1	i	0.5	0%	-1.3	49	0.2%	2%	-4%	7%	-12%	5%
COc1ccc(S(=O)(=O)NC(C)C(=O)NCCN2CCOCC2)cc1Cl (configuration not stated)	i	1.2	6%	0.0	46	2.8%	-9%	6%	-1%	-10%	1%
COc1ccc(CCC(C)NCCc2ccc(Cl)cc2Cl)cc1 (configuration not stated)	i	0.5	22%	4.5	72	-1.3%	-6%	-2%	-3%	2%	0%
COc1cc(CN(CC2CCCO2)C(=O)c2cccs2)cc(OC)c1OC (configuration not stated)	i	1.7	3%	0.6	55	-0.6%	21%	3%	-1%	-10%	4%
Cc1ccc(-c2cc(-c3ccc(C)o3)nc(N)c2C#N)cc1	+	1.2*	18%	0.6	47	1.0%	8%	3%	-8%	1%	6%
Cc1ccc(CNC(=O)C2CCCN(S(=O)(=O)c3c(C)[nH]c(=O)[nH]c3=O)C2)cc1 (configuration not stated)	i	0.4	2%	0.8	54	-0.2%	-3%	-5%	8%	-6%	-1%
Clc1ccc2nc(CN3CCCCC3)cn2c1	i	4.6	1%	-0.3	64	0.9%	13%	0%	4%	2%	-2%
COc1ccccc1NC(=O)NC1(C(=O)NCC2CCCO2)CCCCC1 (configuration not stated)	i	1.7	5%	-0.9	52	-1.6%	-10%	3%	3%	-9%	0%
CC(=O)NC1CC2CCCC(C1)N2S(=O)(=O)c1ccccc1 (configuration not stated)	i	0.6	-2%	2.0	84	-0.3%	-12%	4%	-8%	-7%	-3%
CC(C)(C)c1cc[n+](-c2[nH]c(=O)sc2/C=N/N=C(\[O-])c2cccnc2)cc1	i	0.9	-16%	-0.3	58	-1.7%	-8%	14%	10%	-3%	-2%
CCCOc1ccccc1/C=C1\SC(N)=NC1=O	i	0.5	10%	1.7	73	5.7%	-4%	13%	11%	-3%	-3%
COc1ccc(N=C2SCC(=O)N2CCc2ccc(OC)c(OC)c2)cc1	i	0.4	-3%	1.4	48	-1.1%	-11%	0%	-4%	-5%	12%
Cc1[nH]n(-c2ccccc2)c(=O)c1C(=O)c1ccc(Cl)cc1	i	0.2	1%	1.6	71	1.6%	1%	-2%	-9%	1%	-1%
